TRPV1 ag – agonists of human vanilloid receptor 1 (TRPV1); AID 540275; activation, % at 8.33 µM; TRPV1-expressing cells, Fluo-8 calcium influx, agonist mode; 320,000 tested, 0.19% active; Q8NER1; in the data active means activation above about 80%; inconclusive means between about 30% and that limit; further: 0% is about no effect
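Cells expressing TRPV1 were dye-loaded with Fluo-8 and read kinetically: 10 s baseline, 3 min after compound (agonist portion), then 2 min after EC20 capsaicin (allosteric enhancer portion). Calcium-bound dye fluorescence at 480/520 nm.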
PTAP TSG101 blk – blocks PTAP/TSG101 interaction to inhibit HIV-1 budding; Q99816; Fluorescence polarization, FITC-PTAP peptide / Tsg101 binding; Potency, µM (top dose mostly 115 µM), for inactives: top-dose activity change, negative = inhibition, usual class: inhibitors; 340,000 tested, under 10 active; active means well fitted inhibition curve with a large enough effect in the main read-out, with a control signal flat, not every such curve was filed as active; inconclusive means small, poorly fitted or top-dose-only effect, or effect the other way, or a change in a side signal; inactive means no such curve, though single readings can be large or run the other way; further: potency means the concentration at half of the fitted maximal effect; % of control where 0% means no effect
Target sequence (Q99816 whole entry, looked up): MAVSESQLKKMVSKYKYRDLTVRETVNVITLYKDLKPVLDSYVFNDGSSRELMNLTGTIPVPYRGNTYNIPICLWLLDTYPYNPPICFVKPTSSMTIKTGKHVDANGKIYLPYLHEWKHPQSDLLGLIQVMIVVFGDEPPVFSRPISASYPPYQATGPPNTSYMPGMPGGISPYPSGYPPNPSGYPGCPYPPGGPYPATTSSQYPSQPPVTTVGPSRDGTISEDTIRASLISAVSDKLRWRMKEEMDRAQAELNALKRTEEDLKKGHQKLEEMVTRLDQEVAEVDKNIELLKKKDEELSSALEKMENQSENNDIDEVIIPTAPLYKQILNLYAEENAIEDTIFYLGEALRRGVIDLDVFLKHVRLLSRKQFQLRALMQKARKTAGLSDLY
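Tsg101 binding domain (10 uM final) was mixed with compound and a FITC-labeled PTAP peptide (50 nM final) in HEPES pH 7.5 buffer with NaCl, Tween 20, EDTA and TCEP; fluorescence polarization was read after 20 min at r.t.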
a7 integrin act – integrin-mediated muscular dystrophy alleviation activation; alpha7betagal myoblasts, beta-gal FDG fluorescence, 48 h; Potency, µM (series often up to 38.3 µM), without a hit: top-dose activation, hits mostly activators; 350,000 tested, 0.064% active;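 further: potency means the concentration at half of the fitted maximal effect; 100% = response of the positive control SU9516; nearly all actives have a fitted effect of over 60% in size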
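Alpha7betagal+/- myoblasts (passage 13) were plated 16-24 hr, then exposed to compounds (1:260 dilution of DMSO stock) for 48 hours at 37C. After MPER lysis, β-galactosidase reporter activity was read as FDG fluorescence (ex 480/em 540) after 30 minutes.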
ELG1 repair inh – inhibitors of ELG1-dependent DNA repair in HEK293T cells. HEK293T ELG1-luciferase reporter, luminescence, 16 h; DNA damage induced by 5-fluorouridine. AID 504467. Potency, µM (top dose mostly 46.1 µM), inactives show top-dose activity change, negative = inhibition, hits mostly inhibitors. 330,000 tested, 2.3% active; further: potency means the concentration at half of the fitted maximal effect; on the % scale 0 is the no-effect control and ±100 the full control effect; nearly all actives have a fitted effect of over 55% in size
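Overnight (16 hr) co-exposure of 2,000 cells/well to 5-fluorouridine and compound at 37 °C preceded detection. Luciferase was quantified via ONE-Glo luminescence; loss of signal denotes inhibition.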
TCR activator – T cell receptor activation; 330,000 tested, under 10 active; primary human leukocytes, anti-CD3, IL-2 HTRF, 48 h; AID 504894; Potency, µM (titrated, usually from 9.22 µM), for the others: at the highest dose activation of IL-2 secretion, usual class: activators; further: % of control where 0% means no effect
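Readout: HTRF IL-2, Eu-cryptate/d2 antibody pair, 320nm excitation, 665nm emission. Stimulus: a-CD3 beads, no co-stimulation. Cells: primary human leukocytes. Exposure: 48 hr with compound.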
AT treatment – candidate therapy for ataxia-telangiectasia | […] A-T fibroblasts, KAP-1 phosphorylation AlphaLISA; neocarzinostatin DNA damage 30 min before lysis | 320,000 tested, 0.19% active | Potency, µM (series often up to 57.5 µM), without a hit: at the top dose activation, hits mostly activators; further: potency means the concentration at half of the fitted maximal effect; % of control where 0% means no effect; nearly all actives have a fitted effect of over 45% in size
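hTERT-immortalized A-T patient fibroblasts ([…]), 500 cells/well in OPTI-MEM, 1% FBS, got compounds for 60 min, then NCS for 30 min at 37C. Lysates were then assayed for phospho-KAP-1 by AlphaLISA (anti-pKAP1 donor, anti-KAP1 acceptor beads), 6 hr at 25C.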
MLL CXXC-DNA inh – blocks binding of human MLL CXXC domain to DNA | AID 2662 | Q03164 | Potency, µM (top dose mostly 115 µM), for the others: at the highest dose activity change, negative = inhibition, actives largely listed as inhibitors | 290,000 tested, 0.037% active | MLL-CXXC / FITC-HOXA9 DNA fluorescence polarization; active means well fitted inhibition curve with a large enough effect in the polarisation, with a control signal flat, not every such curve was filed as active; inconclusive means small, poorly fitted or top-dose-only effect, or effect the other way, or a change in a side signal; inactive means no such curve, though single readings can be large or run the other way; the % refers to the polarisation; further: potency means the concentration at half of the fitted maximal effect
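Purified MLL-CXXC (added from a 7 uM solution) was preincubated 5 min at ambient with pinned compounds in 50 mM Tris-HCl pH 7.5, 50 mM NaCl, 1 mM DTT, 0.05% BSA. Fluorescein-labeled HOX-A9 DNA (50 nM solution) followed, 30 min, then polarization read.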
B2AR arrestin – agonists driving beta-arrestin recruitment to human beta2-adrenergic receptor | Potency, µM (highest dose often 46.1 µM), inactives show at the highest dose activation, most hits filed as activators | P07550 | 330,000 tested, 0.02% active | beta-arrestin recruitment to beta2AR, cell-based reporter;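 further: potency means the concentration at half of the fitted maximal effect; 0% = DMSO controls and full agonism = EC100 isoproterenol or metaproterenol; nearly all actives have a fitted effect of over 65% in size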
Target sequence (P07550 whole entry, looked up): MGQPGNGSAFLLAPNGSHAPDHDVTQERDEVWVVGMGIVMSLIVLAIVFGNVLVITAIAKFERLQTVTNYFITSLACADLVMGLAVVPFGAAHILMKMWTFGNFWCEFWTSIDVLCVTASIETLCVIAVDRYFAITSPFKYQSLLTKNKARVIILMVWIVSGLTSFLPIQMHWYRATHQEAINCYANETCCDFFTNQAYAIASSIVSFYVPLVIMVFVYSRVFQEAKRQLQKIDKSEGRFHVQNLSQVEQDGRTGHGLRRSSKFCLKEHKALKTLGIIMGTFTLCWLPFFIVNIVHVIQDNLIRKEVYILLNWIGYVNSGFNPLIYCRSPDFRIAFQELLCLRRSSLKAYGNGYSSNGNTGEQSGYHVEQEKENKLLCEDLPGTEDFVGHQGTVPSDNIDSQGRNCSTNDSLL
BRCA1 expr act – activators of BRCA1 expression | Potency, µM (highest dose often 46.1 µM), for the others: at the top dose activation, most hits filed as activators | AID 624202 | 380,000 tested, 1.1% active | MCF7-BRCA1-FFLuc reporter, luminescence, 48 h; response scale: scaled: vehicle 0%, 10 µM genistein 100%; further: potency means the concentration at half of the fitted maximal effect; nearly all actives have a fitted effect of over 80% in size; some results filed as inactive show a strong effect at the top dose
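48 h compound treatment of MCF7-BRCA1-FFLuc cells (phenol-red free MEM, 37 °C), then 15 min with luciferase substrate and luminescence imaging.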
p53 reactivation – mutant p53 re-activation in reporter cells; H1299 p53-A138V BP100-luciferase reporter, luminescence, 24 h; 320,000 tested, 0.063% active; Potency, µM (highest dose often 92.2 µM), for the others: top-dose activity change, positive = activation, usual class: activators; further: potency means the concentration at half of the fitted maximal effect; % of control where 0% means no effect; nearly all actives have a fitted effect of over 45% in size
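p53-null H1299 cells stably carrying temperature-sensitive p53-A138V and a BP100-luciferase reporter were pinned with compounds (4-point, 1:5 series) and held 24 hrs at 37 deg C. Luminescence was read 10 min after detection reagent.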
Active calls of the source: *; ? = inconclusive; . = no result given; [ ] = another dose, or the depositor's remark. Unless noted, the call rests on the fitted dose curve; in most records, active means well fitted curve in the direction sought with a large enough effect; inconclusive means small, poorly fitted or top-dose-only effect, or another doubt; inactive means no such curve, though single readings can be large; an effect the other way counts as inactive or inconclusive.

SMILES	TRPV1 ag	PTAP TSG101 blk	a7 integrin act	ELG1 repair inh	TCR activator	AT treatment	MLL CXXC-DNA inh	B2AR arrestin	BRCA1 expr act	p53 reactivation
COc1ccc(NC(C)C(=O)N/N=C/c2ccccc2OCc2cccc(Br)c2)cc1 (stereo not given)	3	-1%	-24%	-25%	-2%[46.1 µM]	-5%	1%	7.9%	-3%	?
CCN(CC)C(=O)C(Oc1ccc(C)nc1[N+](=O)[O-])c1ccccc1 (stereo not given)	1	-1%	0%	8%	6%	-1%	24%	0.3%	-1%	3%
O=C(NNC(=O)c1ccc2ccccc2c1)c1cccc(Cl)c1	.	-4%	-18%	.	-2%	.	.	.	61%	.
Cc1c(C(=O)NCCn2ccc3ccccc32)cccc1[N+](=O)[O-]	21	-1%	18%	-14%	5%	0%	1%	0.5%	-2%	-2%
O=C(Nc1cccc(Br)c1)c1ccc2snnc2c1	?	-3%	-26%	10%	0%	9%	18%	-0.9%	27%	1%
O=C(CSc1nnc(CNC(=O)c2ccco2)o1)Nc1ccc(OC(F)(F)F)cc1	2	-10%	14%	?	-11%	-4%	-2%	0.1%	-26%	0%
Cc1ccc2c(CC(=O)Nc3nc(C)cs3)coc2c1	6	-4%	22%	-7%	-13%	6%	2%	0.4%	21%	2%
CCOc1ccc(Oc2ccccc2NC(=O)CCNC(C)=O)cc1	21	0%	13%	0%	2%	-1%	9%	0.0%	-13%	-4%
COc1ccccc1/C=C/C(=O)N1CCCC1	-6	-3%	15%	24%	4%[46.1 µM]	.	5%	-0.1%	-7%	15%
NNC(=O)C1CCCN1S(=O)(=O)c1ccc(Cl)cc1 (stereo not given)	-3	0%	-5%	?	3%	-3%	2%	-0.5%	-16%	0%
O=C(COC(=O)c1ccc(S(=O)(=O)NCc2ccco2)cc1)Nc1ccc(Cl)cn1	0	-1%	9%	-8%	-3%	7%	5%	0.0%	-18%	2%
Cc1nc(Nc2nc3ccccc3o2)nc2c1CCC2	0	-9%	3%	?	4%	5%	-7%	0.1%	-94%[inhibitor]	10%
O=C(CNC(=O)c1ccco1)OCC(=O)c1ccccc1Cl	0	3%	-6%	14%	1%	0%	-4%	-0.5%	12%	0%
Cc1ccc([N+](=O)[O-])cc1NC(=S)NC(=O)C(C)(C)C	5	-14%	-19%	-3%	.	16%	-1%	0.2%	-3%	-1%
Cc1ccc2c(Cl)c(C(=O)Nc3cccnc3)sc2c1	-2	-1%	10%	8.2µM*	-6%[46.1 µM]	17%	6%	4.0%	-3%	25%
O=C(Nc1cccnc1)c1ccc2c(c1)OCO2	5	-11%	4%	?	4%	4%	2%	-0.2%	46%	19%
Cc1ccc(C(=O)N2CCCC2)cc1S(=O)(=O)Nc1ccccc1	-6	-1%	-13%	-5%	2%	14%	3%	-0.3%	-20%	6%
O=C(COc1ccc(Cl)cc1)N(Cc1ccccc1)c1ccccn1	12	-5%	34%	0%	-9%	12%	-4%	-1.0%	-11%	3%
CC(Oc1ccccc1)c1ccn[nH]1 (stereo not given)	-5	-4%	4%	7%	1%	-2%	11%	-0.2%	-4%	-4%
Cc1cc(C)n2nc(-c3ccccc3)cc2n1	0	-2%	6%	?	-1%	-1%	-2%	-0.2%	28%	13%
C/C(=N\OCC(=O)OCC(=O)NC(=O)c1ccccc1)c1ccc2c(c1)OCO2	1	-1%	7%	19%	-1%	14%	.	0.5%	1%	-2%
O=C(CNC(=O)c1ccc2c(c1)OCCO2)N/N=C/c1ccc([N+](=O)[O-])cc1	-4	-2%	-5%	0%	-1%	-1%	10%	-0.2%	-11%	2%
CCCc1c(O)nc(SC2CC(=O)N(c3cc(OC)ccc3OC)C2=O)[nH]c1=O (stereo not given)	-2	1%	24%	7%	-11%	2%	1%	-0.2%	-2%	-1%
N#CCCCCn1ccc(NC(=O)c2ccc(Cl)cc2O)n1	.	-2%	10%	.	3%	.	.	.	43%	.
Cc1cccc(NC(=O)c2cccc(NC(=O)Cc3cccs3)c2)c1	6	-13%	-4%	-7%	7%	1%	-1%	3.7%	59%	-9%
SMILES	TRPV1 ag	PTAP TSG101 blk	a7 integrin act	ELG1 repair inh	TCR activator	AT treatment	MLL CXXC-DNA inh	B2AR arrestin	BRCA1 expr act	p53 reactivation
COc1ccc(-n2c(=S)[nH]c3cc(C(=O)Nc4cccc(C)c4)ccc3c2=O)cc1	2	-2%	8%	8%	-1%[46.1 µM]	-3%	11%	-1.0%	17%	-1%
CCn1c(CC(=O)Nc2ccccc2C)nnc1SCC(=O)NC1CCCC1	2	0%	0%	3%	5%	3%	12%	2.9%	0%	3%
COc1ccc(OC)c(CNC(=O)C2CCCN(C(=O)N(C)C)C2)c1 (stereo not given)	1	0%	3%	7%	2%	-2%	-1%	0.1%	-2%	4%
CC1CCCCC1NCC(=O)NCc1ccc(F)cc1 (stereo not given)	5	-1%	-49%[inhibitor]	-12%	.	-2%	0%	-0.4%	5%	-2%
CC(=O)N1CCN(CC(=O)Nc2cc(S(=O)(=O)N3CCOCC3)ccc2C)CC1	2	-2%	0%	13%	-6%	18%	-2%	-0.2%	-9%	-7%
COc1ccc(OC)c(NC(=O)CN(C)CC(=O)Nc2ccccc2Cl)c1	9	0%	-4%	-10%	-3%	5%	4%	-0.3%	2%	-6%
C/C(=N\NC(=O)c1c(C)nc2ccccn12)c1cccc([N+](=O)[O-])c1	4	2%	22%	?	-5%	3%	3%	0.3%	-24%	7%
CCN(CC)c1ccc(NC(=O)CC2Oc3ccccc3NC2=O)c(C)c1 (stereo not given)	5	-3%	-14%	-23%	-58%	5%	5%	0.2%	-16%	-9%
CC(=O)OC1COC(N2CCc3cc([N+](=O)[O-])ccc32)C(OC(C)=O)C1OC(C)=O (stereo not given)	.	0%	11%	-4%	-3%	5%	-1%	-2.9%	0%	-6%
Cc1cc(C)nc(SC(C)C(=O)N/N=C/c2cccs2)n1 (stereo not given)	-1	-6%	21%	10%	-2%	2%	5%	0.0%	-4%	-5%
CCS(=O)(=O)N1Cc2ccccc2CC1C(=O)NC(C)C12CC3CC(CC(C3)C1)C2 (stereo not given)	20	-3%	-9%	-9%	-5%	-2%	-9%	-0.5%	-50%	2%
Cc1cc(OC(C)C(=O)NCCN2CCOCC2)c2c(C)cc(=O)oc2c1 (stereo not given)	0	-4%	-32%	22%	1%	-3%	18%	-0.3%	0%	7%
COc1ccccc1C(=O)NNC(=O)c1ccc(Cl)cc1	29	1%	-12%	8%	-2%	-1%	3%	0.0%	-7%	5%
N#CC1=C(N)Oc2cc(N)ccc2C1C1CC=CCC1 (stereo not given)	6	-7%	1%	?	9%	17%	0%	-0.1%	-75%	-3%
O=C(CSc1nc2nn(-c3ccccc3)c(=O)c-2c2n1CCCCC2)NCCc1ccccc1	5	-2%	-19%	6%	-3%	13%	2%	-0.2%	-15%	3%
COc1ccccc1Oc1c(C)oc2c(CN(C)C)c(O)ccc2c1=O	3	-1%	5%	17%	-4%[46.1 µM]	0%	11%	0.6%	0%	57%
CCCC(C)NC(C)C(=O)NC1CCCC1 (stereo not given)	2	-1%	-9%	?	2%[46.1 µM]	1%	3%	-0.2%	-1%	8%
N#CC1=C(N)Oc2c(ccc3cccnc23)C1c1cccnc1 (stereo not given)	1	-9%	-40%	?	-2%[46.1 µM]	-2%	-24%	0.1%	-87%	?
Oc1ccc2ccccc2c1C=NNc1ccccn1	.	-6%	-15%	.	8%	.	.	.	-79%	.
O=C(COC(=O)c1ccc2c(=O)n3c(nc2c1)CCC3)Nc1ccccc1F	1	-1%	17%	3%	-1%[46.1 µM]	-3%	6%	-0.7%	-1%	-7%
O=C(CSc1nccn1-c1ccccc1)Nc1ccc2c(c1)OCO2	13	-4%	2%	?	0%	1%	0%	0.0%	90%	13%
CSc1nc(-c2ccccc2)nn1C(=O)c1ccc(C)cc1	0	-2%	2%	15%	-2%	7%	59%[activator]	0.1%	35%	4%
O=C(CCNS(=O)(=O)c1ccc(Br)cc1)NCCc1ccc(Cl)cc1	2	-8%	-21%	-4%	-6%	-11%	5%	0.2%	-11%	-7%

Molecules above containing fluorine:
SMILES	TRPV1 ag	PTAP TSG101 blk	a7 integrin act	ELG1 repair inh	TCR activator	AT treatment	MLL CXXC-DNA inh	B2AR arrestin	BRCA1 expr act	p53 reactivation
O=C(CSc1nnc(CNC(=O)c2ccco2)o1)Nc1ccc(OC(F)(F)F)cc1	2	-10%	14%	?	-11%	-4%	-2%	0.1%	-26%	0%
CC1CCCCC1NCC(=O)NCc1ccc(F)cc1 (stereo not given)	5	-1%	-49%[inhibitor]	-12%	.	-2%	0%	-0.4%	5%	-2%
O=C(COC(=O)c1ccc2c(=O)n3c(nc2c1)CCC3)Nc1ccccc1F	1	-1%	17%	3%	-1%[46.1 µM]	-3%	6%	-0.7%	-1%	-7%

Assay outcomes from PubChem.
